Growth percent in the NCI-60 one-dose screen (48 h, 10 µM unless noted): 100 = growth as untreated, 0 = no growth, -100 = all killed.
A549/ATCC: A549/ATCC NSCLC; AID 1794740; actives 3.7% (n = 81,000)
SK-MEL-5: SK-MEL-5 melanoma; AID 1794755; actives 6.4% (n = 80,000)
SK-MEL-2: SK-MEL-2 melanoma. AID 1794763. actives 4.7% (n = 77,000)
UACC-257: UACC-257 melanoma; actives 4.4% (n = 78,000); AID 1794764
SK-MEL-28: SK-MEL-28 melanoma; actives 4.1% (n = 81,000); AID 1794761
UACC-62: UACC-62 melanoma. actives 5.4% (n = 81,000)
MDA-MB-435: MDA-MB-435 melanoma | actives 7.8% (n = 82,000)
M14: M14 melanoma | actives 6.2% (n = 80,000) | AID 1794745
* marks the source's active call; other numbers are inactive results; x = no result given; & = joins results of further samples. The calls were made as follows: active = growth percent below 10; inactive = the rest.

Compound	A549/ATCC	SK-MEL-5	SK-MEL-2	UACC-257	SK-MEL-28	UACC-62	MDA-MB-435	M14
O=C(CCl)Nc1ccc2c(Nc3cc(O)ccc3Cl)ncnc2c1	-57*	-88*	-77*	-12*	-66*	-69*	-69*	-77*
O=C1NC(=O)/C(=C/c2ccc(Cl)c(Cl)c2)N1	91	61	100	63	93	48	99	91
COc1cc(/C=C/C(=O)c2nnn(-c3ccc(Cl)cc3)c2C)cc(OC)c1OC	35	22	51	35	47	29	2.8*	30
COc1ccc(-c2ccn(CCC(=O)N3CC(C)OC(C)C3)n2)cc1OC1CCCC1 (stereo not given)	106	95	109	105	110	83	105	102
O=C1CC(O)(C(F)(F)C(F)(F)F)Oc2ccccc21 (stereo not given)	42	59	111	82	101	77	69	90
Cc1sc2c(c1C)c(=O)nc1c(-c3nc(-c4ccccc4)cs3)n[nH]n12	93	102	100	x	106	92	107	96
N#Cc1sc(=S)n(-c2ccc(S(=O)(=O)Nc3ccc(Cl)nn3)cc2)c1N	96	97	103	98	105	88	104	103
CC(=O)Cc1nsc(NC(=O)c2cc(-c3ccc(Cl)cc3)oc2C)n1	99	97	102	99	97	83	106	101
C1=Cc2ccccc2N(c2nnc(-c3ccc4ccccc4c3)o2)c2ccccc21	72	84	101	105	98	87	100	104
Nc1ccccc1C(=O)N/N=C/c1cccnc1	100	100	101	x	107	106	99	95
CCN(CC)Cc1ccc(NC(C(=O)c2ccccc2)c2ccccc2)cc1 (stereo not given)	103	98	113	107	100	108	99	97
C=C1c2c(C)nn(-c3ccc(S(N)(=O)=O)cc3)c2N(C)C23CC1C1(C)c4c(C)nn(-c5ccc(S(N)(=O)=O)cc5)c4N(C)C(C)(CC12)C3 (stereo not given)	18	45	45	49	31	37	33	21
COc1cccc(CCC2CCCN(c3cc(C)nc(N)n3)C2)c1 (stereo not given)	29	18	29	45	50	29	0.6*	6.5*
NC(=O)Nc1ccc(Cl)cc1	92	103	117	83	105	104	105	96
O=C(Nc1c(Cl)cc(Cl)cc1Cl)ON=C1CCCCC1	99	101	107	102	106	99	107	111
COc1ccccc1C(=O)C(O)c1ccccc1OC (stereo not given)	88	100	102	x	108	99	105	98
OCCCN1CNC(=S)NC1	117	106	95	116	112	106	112	101
COc1cc(-c2ccc(NC(=O)NC3CC3)c(OC)c2)ccc1NC(=O)NC1CC1	27	48	96	27	87	71	99	76
CCCCCCCCCCCCCCCCCC(=O)OCC1CCCO1 (stereo not given)	107	97	98	111	109	102	102	116
CCN1CCN(c2nc(-c3ccc(Nc4ncnc5cc(Cl)ccc45)cc3)cc(-c3ccc(OC)c(OC)c3)n2)CC1	91	82	112	124	91	99	91	66

Compounds shown so far that have a carbonyl joined to an NH by a bond outside any ring (6):
Compound	A549/ATCC	SK-MEL-5	SK-MEL-2	UACC-257	SK-MEL-28	UACC-62	MDA-MB-435	M14
O=C(CCl)Nc1ccc2c(Nc3cc(O)ccc3Cl)ncnc2c1	-57*	-88*	-77*	-12*	-66*	-69*	-69*	-77*
CC(=O)Cc1nsc(NC(=O)c2cc(-c3ccc(Cl)cc3)oc2C)n1	99	97	102	99	97	83	106	101
Nc1ccccc1C(=O)N/N=C/c1cccnc1	100	100	101	x	107	106	99	95
NC(=O)Nc1ccc(Cl)cc1	92	103	117	83	105	104	105	96
O=C(Nc1c(Cl)cc(Cl)cc1Cl)ON=C1CCCCC1	99	101	107	102	106	99	107	111
COc1cc(-c2ccc(NC(=O)NC3CC3)c(OC)c2)ccc1NC(=O)NC1CC1	27	48	96	27	87	71	99	76

Continued.
Compound	A549/ATCC	SK-MEL-5	SK-MEL-2	UACC-257	SK-MEL-28	UACC-62	MDA-MB-435	M14
CN1C(C(=O)Nc2ccc(Cl)cc2Cl)=C(O)c2ccccc2S1(=O)=O	98	112	109	95	110	100	114	98
Cc1ccc2c(c1S(=O)(=O)Cl)C(=O)c1ccccc1C2=O	104	99	106	111	113	110	108	107
O=C(NCCCNc1nccc(-n2ccc3cccnc32)n1)c1c(F)cccc1F	102	99	114	113	111	98	105	102
COc1cc(-c2cnc3nonc3n2)cc2c1OCO2	88	94	113	81	109	79	92	91
COc1ccc(/C(=C\c2cc(OC)c(OC)c(OC)c2)C(=O)Nc2nc3ccc(C)cc3s2)cc1	80	85	79	112	105	95	88	95
C=C(C)[C@@H]1CC=C2c3sc(-c4ccc(F)cc4)nc3C[C@@H](C)[C@]2(C)C1	111	100	109	113	100	83	100	97
N/N=C/c1cn(-c2ccc(C(=O)O)cc2)nc1-c1ccccc1	97	99	98	121	118	106	102	97
CCOC(=O)CCCC[C@H](O)[C@H]1CC(OC)(OC)[C@@H](OC)O[C@@H]1COC(=O)/C=C/c1cn(C)cn1	100	99	101	103	109	94	99	102
OCc1cc(Br)ccc1O	91	100	109	102	114	105	97	100
CCOC(OCC)c1ccccc1	104	96	114	100	115	x	101	101
CCOC(=O)c1c(C)[nH]c(CO)c1C	91	99	101	94	103	93	111	96
CCn1cc(C2NC(=O)c3ccccc3N2)c2cccc(C)c21 (stereo not given)	18	17	2.5*	67	57	28	-32*	8.0*
CN1C(=O)N2CN(CC3CC3)CN3C(=S)NC1C23 (stereo not given)	97	108	100	88	90	85	100	94
Clc1ccc(/C=C/c2nc(N3CCOCC3)c3cc(Cl)c(Cl)cc3n2)cc1	71	75	89	97	105	80	89	89
C#CCNc1ccc(C(=O)OCC)cc1	103	105	111	103	132	105	106	112
CSc1n[nH]c2nc(-c3ccccc3)[nH]c(=O)c12	116	x	108	114	103	94	103	x
CCOc1ccc(/C=N/NC(=O)CN2CCN(Cc3ccccc3)CC2)cc1	104	102	110	102	119	94	104	x
O=Cc1cncc(-c2ccc3ncnc(N4CCc5cc(F)c(Cl)cc54)c3c2)c1	22	20	24	59	44	13	46	49
O=C1N/C(=C\c2nc3ccccc3s2)c2ccccc21	100	82	113	118	123	90	120	102
CN(C)C=Nc1nc(=O)n([C@@H]2O[C@H](CO)[C@@H](O)C2(F)F)cc1F	61	99	84	x	87	85	51	16

Further records.
Compound	A549/ATCC	SK-MEL-5	SK-MEL-2	UACC-257	SK-MEL-28	UACC-62	MDA-MB-435	M14
Cc1ccccc1NC(=O)Oc1ccc(Cl)cc1Cl	97	101	102	96	112	105	108	102
CN1CCN(C2=C(Cl)C(=O)c3ccccc3C2=O)CC1	81	27	46	57	74	33	-75*	x
Nc1cccc(CC(=S)N2CCOCC2)c1	109	98	107	110	111	99	108	97
COc1ccc(-c2cc(-c3ccc(OCc4nc5ccccc5[nH]4)cc3)nc(N)n2)cc1	83	40	85	74	95	63	80	87
O=C(CCCCC1CCSS1)Nc1ncnc2n[nH]c(-c3ccc(Oc4ccccc4)cc3)c12 (stereo not given)	37	88	44	95	47	70	-28*	-63*
CCCCCCN1C=C/C(=C\C(=O)n2ccc3ccccc32)c2ccccc21	84	31	76	72	101	58	84	79
C[N+](C)(C)CC(=O)N/N=C/CCc1ccccc1	95	107	111	105	114	102	105	122
O=C1C=CC(=Nc2cc(Br)c(O)c(Br)c2)C=C1Br	110	107	108	101	110	94	107	100
CC(C)C(C#N)(C(C)C)C(C)C	97	101	98	96	109	102	96	x
C/C=C(C)/C=N/NC(=O)C(=O)N/N=C/C(C)=C/C	109	101	117	105	119	112	105	110
O=S(=O)(O)c1ccc(N=Nc2c(O)ccc3cc(Br)ccc23)cc1	104	108	109	109	114	106	105	103
O=C(Nc1ccc(Cl)cc1)c1ccc(-n2c(=O)[nH]c3ccccc3c2=O)cc1	95	91	100	104	91	46	82	90
[O-][n+]1ccnc2ccccc21	99	108	84	99	100	99	110	97
CCCN1c2nc3ccccc3nc2SC1Nc1ccccc1 (stereo not given)	97	97	105	107	109	92	107	115
COC1C(C)(C)C1(Br)Br (stereo not given)	103	100	106	96	106	104	97	104
O=[N+]([O-])c1cc[n+]([O-])cc1/C=C/c1ccccc1	105	103	x	106	107	97	109	104
COc1cc(OC)c(/C=C/C(=O)c2c(OC)cc(OC)cc2OC)c(OC)c1	25	1.5*	6.1*	52	22	7.8*	-35*	-33*
Cc1ccc(C(=O)OCCc2ccccc2)cc1	98	106	103	x	103	x	102	104
C=C(C)[C@@H]1CC[C@]2(C(=O)NCCCCCCN)CC[C@]3(C)[C@H](CC[C@@H]4[C@@]5(C)C/C(=C/c6ccncc6)C(=O)C(C)(C)[C@@H]5CC[C@]43C)[C@@H]12	107	98	97	111	112	86	109	105
COc1nc(N)nc(-n2c(-c3ccc([N+](=O)[O-])cc3)nc3ccccc32)c1NCc1ccc([N+](=O)[O-])cc1	96	99	96	105	121	86	110	97

One compound at a time (already shown). Order of values: A549/ATCC, SK-MEL-5, SK-MEL-2, UACC-257, SK-MEL-28, UACC-62, MDA-MB-435, M14
Entry for CN1C(=O)N2CN(CC3CC3)CN3C(=S)NC1C23 (stereo not given) : 97, 108, 100, 88, 90, 85, 100, 94
Entry for CSc1n[nH]c2nc(-c3ccccc3)[nH]c(=O)c12 : 116, x, 108, 114, 103, 94, 103, x

Later entries.
Compound	A549/ATCC	SK-MEL-5	SK-MEL-2	UACC-257	SK-MEL-28	UACC-62	MDA-MB-435	M14
CCC(c1ccc(OS(=O)(=O)c2ccc(F)cc2)cc1)C(CC)c1ccc(OS(=O)(=O)c2ccc(F)cc2)cc1 (stereo not given)	80	95	89	83	106	75	101	95
O=Cc1c[nH]c2nccnc12	92	99	98	89	101	101	106	96
O=C(CN1CCN(c2cc(=O)[nH]c3ccc(F)cc23)CC1)Nc1ccc([N+](=O)[O-])cc1	73	98	101	102	98	56	99	97
C#Cc1cccc(Nc2ncnc3ccc(NC(=O)c4ccccc4)cc23)c1	71	96	85	100	94	95	84	91
C[C@H]1CN(C(=O)c2ccc3c(NNC(=O)c4ccncn4)nc4cc(F)c(F)cc4n23)CCN1	19	x	53	22	31	6.7*	37	-25*
COc1ccc2c(c1)CC[C@@H]1[C@@H]2CC[C@]2(C)c3c(cc(C#N)c4c3sc3ccccc34)C[C@@H]12	106	96	109	100	110	100	105	161
Nc1ccc(Nc2ccc([N+](=O)[O-])cc2[N+](=O)[O-])cc1	95	116	114	100	109	84	106	96
O=[N+]([O-])c1ccc(NC(=S)NNC(=S)Nc2ccc(Br)cc2)cc1	84	93	105	95	102	49	99	88
CCCCN(CCCC)CC(O)c1cc(-c2ccc(Cl)c(Cl)c2)cc2cc(Cl)ccc12 (stereo not given)	69	99	103	84	113	58	100	86
CC12CCC3C4CCC(=O)C=C4CC(F)CC3C1CCC2O (stereo not given)	102	100	106	105	103	98	110	99
Nc1cc(F)ccc1NC(=O)c1ccc(CN2CCC/C(=C\c3ccccn3)C2=O)cc1	77	88	97	x	119	110	96	98
COc1ccc(/C=C/C(=O)c2ccc(NC(=O)CSc3nnc(-c4ccc5nc(-c6ccccc6)[nH]c5c4)o3)cc2)cc1	111	83	97	107	107	91	105	x
COc1cccc(-c2nnc(N)o2)c1	102	99	107	93	104	100	105	91
CCCCNC(=O)Oc1ccc(/C(=C(/CC)Cc2ccccc2)c2ccc(OCCN3CCCCCC3)cc2)cc1	40	13	85	34	-6.2*	24	61	-19*
ON=C1CCCCCCCC1	110&103	106&106	100&95	107&104	113&105	110&103	113&103	101&102
Cc1ccc(S(=O)(=O)N[C@H]2CC[C@H]3[C@@H]4CCc5cc(O)ccc5[C@H]4CC[C@]23C)cc1	49	68	x	78	89	84	81	74
Cc1ccc(C(=O)O)s1	102	107	114	108	115	116	120	103
NC(N)=N/N=C(/C[n+]1ccccc1)c1ccc(Cl)cc1	103	106	92	x	110	106	105	105
Nc1cccc(-c2nc3sccn3c2-c2ccnc(NCCCNS(=O)(=O)c3ccc(Br)cc3)n2)c1	106	100	106	102	104	96	97	100
CC(C)Oc1ccc2c(=O)cc(-c3ccccc3)oc2c1	84	91	87	96	103	84	92	95

Further records follow:
Compound	A549/ATCC	SK-MEL-5	SK-MEL-2	UACC-257	SK-MEL-28	UACC-62	MDA-MB-435	M14
COc1ccc2c(c1)CC/C(=C\c1cccnc1OC)C2=O	91	x	96	101	x	x	88	96
Cc1c2cnccc2c(C)c2c1c1cc(CO)ccc1n2C	-28*	-97*	-75*	-53*	-69*	-75*	-81*	-91*
O=C1CCC(C(=O)NNc2ccc(Cl)cc2)N1 (stereo not given)	92	90	90	95	98	47	51	67
c1ccc(CC2=NCCc3ccccc32)cc1	100	104	113	106	107	102	95	94
COc1ccc(/C=C2\N=C(C)N(CCc3ccc(S(=O)(=O)NC(=S)NCc4ccccc4)cc3)C2=O)cc1OC	55	69	90	89	97	65	69	91
Nc1ncnc2c1ncn2[C@@H]1O[C@H](CO)[C@@H](O)[C@H]1O	x	107	119	x	110	104	104	102
COc1ccc(Nc2nc(SCCC(C)C)nc(-c3ccc(F)cc3)c2C#N)cc1	79	85	85	72	86	73	47	95
CC(=O)CC(=O)c1ccc(-c2ccccc2)cc1	86	88	96	88	98	98	92	88
CCOC(=O)C(CC(c1ccccc1)N1CCCCC1)[N+](=O)[O-] (stereo not given)	76	91	88	89	99	60	94	83
O=C(NNc1nc(N2CCOCC2)nc(N2CCOCC2)n1)c1ccccc1	101	114	102	98	110	97	124	104
Cn1c(C(N)=O)cc2c1-c1nc(N)ncc1CCC2	100	93	73	116	94	102	96	103
Cn1c(=O)c2nc(/C=C/c3ccccc3)c(=O)[nH]c2n(C)c1=S	107	102	109	112	111	92	103	103
C[C@@H](C[C@H](CCO)c1cc(C(F)(F)F)cc(C(F)(F)F)c1)c1ccc2ccccc2c1	88	105	82	x	87	90	39	80
c1ccc(N2CCN(CN3CCN(c4ccccc4)CC3)CC2)cc1	85	107	115	107	96	100	98	79
O=C(CSc1nnc(-c2ccc(Cl)cc2)n1-c1ccccc1)Nc1ccc(C(=O)/C=C/c2ccccc2)cc1	95	93	102	100	116	95	106	104

Source: PubChem BioAssay
